FUS yeast rescue – qHTS for Suppressors of FUS Proteinopathy: Primary screen using FUS-linked yeast assay. AID 1347120, 2019. S. cerevisiae FUS-expressing, growth rescue, OD600, 24 h. Potency, µM (series often up to 76.6 µM), for inactives: top-dose growth rescue (activation), usual class: activators. hit rate 0.24% among 390,000; active = well fitted activation curve with a large enough effect; inconclusive = small, poorly fitted or top-dose-only effect; inactive = no such curve, though single readings can be large or run the other way;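 note: plate controls were DMSO vehicle for no effect and reference control for full effect; nearly all actives have a fitted effect of over 55% in size; some results filed as inactive show a strong effect at the top dose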
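Cultures pregrown in 2.5% raffinose medium are shifted to minimal medium containing 2% galactose to express toxic FUS. Compounds are tested at several concentrations. After 24hr at 30C, growth is quantified at 600 nm absorbance.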
* = called active by the depositor; u = inconclusive. Potency is the fitted concentration of half-maximal effect.

SMILES	FUS yeast rescue
COC(=O)C[C@H]1CC[C@@H]2[C@@H](COc3ccc(NC(=O)Nc4cccc(C)c4)cc3C(=O)N2C)O1	4%
COC(=O)[C@]12C[C@H](CC(=O)NCc3cccc(C(F)(F)F)c3)C(=O)N(CCC3=CCCCC3)C1=C[C@H](C1CCCC1)O[C@@H]2C	u
COC(=O)C[C@@H]1CC[C@H]2[C@@H](COc3ccc(NC(=O)Nc4ccccc4C)cc3C(=O)N2C)O1	14%
O=C(c1ccco1)N1CCC(Oc2cccnc2)CC1	-20%
COc1ccc(CN2C(=O)CSCCC2(C)c2nnnn2-c2c(C)cccc2C)cc1 (stereo not drawn)	-4%
COc1ccc(-c2cc(C(=O)N/N=C/C(C)=C\c3ccco3)[nH]n2)cc1	38%
COC(=O)[C@]12CCCCC=C1N(Cc1ccc(OC)cc1)C(=O)[C@@H]2CC(=O)NCCc1ccccc1OC	u
O=C(CCCl)NC1CCCCN(Cc2ccc(OC(F)(F)F)cc2)C1=O (stereo not drawn)	13%
O=S1(=O)c2ccc(N3CCCC3)cc2Oc2ccccc2CN1Cc1cn(Cc2ccc(F)cc2)nn1	u
CCOC(=O)N1CCN(C(=O)C[C@H]2C[C@@]3(C(=O)OCC)CCCC4=C3N(CCC4)C2=O)CC1	-7%
CCCCCCCCN1C(=O)[C@@H](CC(=O)N2CCCCC2)C[C@@]2(C(=O)OC)C1=C[C@H](COCc1ccccc1)O[C@@H]2C	u
CCCC(=O)OC12CCCN(C1)/C(=C/c1cccc(Cl)c1)C2 (stereo not drawn)	-6%
O=C(CCc1ccccc1-c1ccccc1CCNC(=O)COCc1ccccc1)NCc1ccccc1	30%
O=C(Nc1ccc(F)cc1)OCc1cn(Cc2ccccc2Cl)nn1	0%
COc1cc(OC)cc(-c2csc(N3CCC(C(N)=O)CC3)n2)c1	18%
Cc1ccc(NC(=O)CCS(=O)(=O)c2ccccc2)c(C)c1	-10%
Cc1ccc(CNC(=O)O[C@H]2CC[C@@]34CCCN3C(=O)CCC[C@H]4C2)cc1	8%
COc1ccc(S[C@]2(C(=O)NCc3ccccc3)CC(=O)N[C@@H]2c2ccc(OC)cc2)cc1	38%
Cc1ccc(CNC(=O)O[C@H]2CC[C@@]34CCCN3C(=O)CCC[C@H]4C2)o1	-9%
O=C(OCC#CCSc1nnc(-c2cc3ccccc3cc2O)o1)c1ccc(F)cc1	16%
CCOC(=O)[C@]12CCCC3=C1N(CCC3)C(=O)[C@@H](CC(=O)NCCCN1CCCC1=O)C2	-17%
COc1ccc(NC(=O)CSc2nnc(-c3cccs3)o2)cc1Cl	11%
CC[C@H](CCCc1ccc(F)cc1)CN(Cc1ccc(OC)cc1)S(=O)(=O)c1ccc(C)cc1	4%
Cc1nc2ccccn2c1P(=O)(c1ccccc1)c1ccccc1	-11%
CS(=O)(=O)c1ccc(C(=O)OCC#CCSc2nnc(-c3cccc4ccccc34)o2)cc1	-11%
COC(=O)C[C@@H]1CC[C@@H]2[C@@H](COc3ccc(NC(=O)Nc4cccc(Cl)c4)cc3C(=O)N2C)O1	32%
Cc1ccc(-c2nnc(SCC(=O)Nc3ccc(Oc4ccccc4)cc3)n2Cc2ccco2)cc1	25%
CCN(CC)C(=O)CC[C@@H]1CC[C@]2(CCCN(S(=O)(=O)C3CCCCC3)C2)O1	8%
CC(=O)CC[C@@H]1CC[C@]2(CCCN(C(=O)c3ccno3)C2)O1	-14%
O=C(Nc1nc2ncccn2c1-c1ccccc1)c1ccccc1	-10%

Molecules shown so far that have a halogen, in the order listed:
SMILES	FUS yeast rescue
COC(=O)[C@]12C[C@H](CC(=O)NCc3cccc(C(F)(F)F)c3)C(=O)N(CCC3=CCCCC3)C1=C[C@H](C1CCCC1)O[C@@H]2C	u
O=C(CCCl)NC1CCCCN(Cc2ccc(OC(F)(F)F)cc2)C1=O (stereo not drawn)	13%
O=S1(=O)c2ccc(N3CCCC3)cc2Oc2ccccc2CN1Cc1cn(Cc2ccc(F)cc2)nn1	u
CCCC(=O)OC12CCCN(C1)/C(=C/c1cccc(Cl)c1)C2 (stereo not drawn)	-6%
O=C(Nc1ccc(F)cc1)OCc1cn(Cc2ccccc2Cl)nn1	0%
O=C(OCC#CCSc1nnc(-c2cc3ccccc3cc2O)o1)c1ccc(F)cc1	16%
COc1ccc(NC(=O)CSc2nnc(-c3cccs3)o2)cc1Cl	11%
CC[C@H](CCCc1ccc(F)cc1)CN(Cc1ccc(OC)cc1)S(=O)(=O)c1ccc(C)cc1	4%
COC(=O)C[C@@H]1CC[C@@H]2[C@@H](COc3ccc(NC(=O)Nc4cccc(Cl)c4)cc3C(=O)N2C)O1	32%

The results go on:
SMILES	FUS yeast rescue
O=C(c1ccccc1C(F)(F)F)N1CCC(Oc2cccnc2)CC1	-3%
Oc1ccc(CCc2ccccc2)c2cccnc12	5%
Cc1cc(C)cc(NC(=O)N2CCC(N(C)CCC(C)C)CC2)c1	-15%
CCCC[C@H]1C2CC(OC(=O)Nc3cccc(Cl)c3)C(C2)[C@H]2CCCCN21 (stereo partly drawn)	4%
O=C1CCC[C@H]2C[C@H](NCc3ccc(Cl)c(Cl)c3)CC[C@]23CCCN13	-4%
O=C(NCc1ccc(C(=O)NC2CCCC2)cc1)c1cccc(Br)c1	14%
CCOC(=O)CC[C@@]1(C(=O)OCC)C[C@@H](CC(=O)NCCCOC)C(=O)N2CCCC=C21	-10%
CCOC(=O)[C@]12CCCCC/C=C\1N(CCc1ccc(Cl)cc1)C(=O)[C@H]2CC(=O)NCc1cccc2ccccc12	33%
Cc1ccccc1Cn1cc(CN2[C@@H](Cc3ccccc3)COc3cc(Br)ccc3S2(=O)=O)nn1	5%
CN(CCO)c1ccc2c(c1)Oc1ccccc1CN(Cc1cn(Cc3cccc(C(F)(F)F)c3)nn1)S2(=O)=O	40%
O=C(OCC#CCSc1nnc(-c2ccc3ccccc3c2)o1)c1cccs1	16%
COc1ccc(Cn2cc(COC(=O)N3CCCC3)nn2)cc1	-7%
C=CCn1c(SCC(=O)c2ccc(F)cc2)nnc1-c1ccc(F)cc1	20%
COc1cccc(-c2nnc3sc(-c4ccc(Br)o4)nn23)c1	1%
C[C@@H]1[C@@H](O)C[C@]2(C[C@@H](O)c3ccccc3O2)O[C@H]1c1ccccc1	-5%
C[C@@H](/C=C/C(=O)OC(C)(C)C)Sc1ccc(C(C)(C)C)cc1	-18%
CCOC(=O)[C@]12CCCCC/C=C\1N(Cc1ccc(OC)cc1)C(=O)[C@H]2CC(=O)NCc1ccccc1	u
C=CCn1c(COc2ccccc2)nnc1SCC(=O)Nc1ccc(Oc2ccccc2)cc1	28%
O=C(NC1CCCC1)C1(C(=O)C2CC2)CC(c2ccccn2)=NO1 (stereo not drawn)	-12%
C=CCN(C)CC#Cc1ccccc1	2%
CN1C2=N[C@@H](c3ccc4c(c3)OCO4)CC(=O)N2/C(=C\c2ccccc2)[C@H]1c1ccccc1	u
Cn1c(=O)c2[nH]c(SCC(=O)NCCc3ccc(F)cc3)nc2n(C)c1=O	13%
Cc1ccc(C2=CCN(C)C(=O)N2c2ccccc2)cc1	0%
CCOc1ccc(N(CC(=O)Nc2c(C)n(C)n(-c3ccccc3)c2=O)S(=O)(=O)c2cc(OC)ccc2OC)cc1	29%
COc1cccc(-c2nnc(SCC(=O)Nc3ccc(Oc4ccccc4)cc3)n2Cc2ccco2)c1	16%
COc1ccc(N2CCN(CCCNC(=O)CCc3ccc(F)cc3)CC2)cc1	-12%
O=C1CCC2(CCC(c3ccccc3)CC2)N1CCCO (stereo not drawn)	-13%
CC1CCC2(CC1)CCC2NCc1ccc(Br)cc1 (stereo not drawn)	4%
O=C(Nc1ccccc1C(F)(F)F)O[C@@H]1CC[C@@]23CCCN2C(=O)CCC[C@H]3C1	9%
Cc1ccc(NC(=O)OC2CC3CC2[C@H]2CCCCN2[C@H]3Cc2ccccc2)cc1 (stereo partly drawn)	-4%

Shown field by field: part of the list above
CCOc1ccc(N(CC(=O)Nc2c(C)n(C)n(-c3ccccc3)c2=O)S(=O)(=O)c2cc(OC)ccc2OC)cc1
  FUS yeast rescue = 29%

COc1cccc(-c2nnc(SCC(=O)Nc3ccc(Oc4ccccc4)cc3)n2Cc2ccco2)c1
  FUS yeast rescue = 16%

COc1ccc(N2CCN(CCCNC(=O)CCc3ccc(F)cc3)CC2)cc1
  FUS yeast rescue = -12%

O=C1CCC2(CCC(c3ccccc3)CC2)N1CCCO (stereo not drawn)
  FUS yeast rescue = -13%

More results follow.
SMILES	FUS yeast rescue
CC1CCN(c2ccc(C(=O)O)cc2NS(=O)(=O)c2ccccc2[N+](=O)[O-])CC1	-1%
COc1ccc(Cn2cc(CN3[C@H](Cc4ccccc4)COc4cc(Br)ccc4S3(=O)=O)nn2)cc1	0%
CS(=O)(=O)N[C@@H]1C[C@@H]2O[C@@H](CO)CC[C@@H]2O[C@@H]1CCc1ccc(-c2ccccc2F)cc1	u
COc1ccc2c(c1)CNC2CS(=O)(=O)NCc1ccccc1 (stereo not drawn)	-8%
Cc1ccc(CSc2nnc(-c3ccccc3)n2Cc2ccco2)cc1	32%
CC(=O)N1CCc2cc(S(=O)(=O)NCCC(=O)NCc3ccccc3)ccc21	16%
O=C1CCC2(CCC(c3ccccc3)CC2)N1CC[C@@H](O)c1ccccc1 (stereo partly drawn)	32%
CCOC(=O)[C@@]12CCC3=C1N(CCC3)C(=O)[C@H](CC(=O)NCCCOC)C2	-7%
O=C(Nc1ccc(F)cc1)Nc1c(-c2ccccc2)nc2ncccn12	3%
COC(=O)[C@]12CCCCC=C1N(Cc1ccc(OC)cc1)C(=O)[C@@H]2CC(=O)NCC1CCCCC1	34%
CC(C)CNC(=O)C1CSCCS(=O)(=O)N1Cc1ccccc1 (stereo not drawn)	-20%
CCn1cc(C(=O)N2CCN(c3ccc(F)cc3)CC2)c(=O)c2ccc(C)nc21	15%
CCC[C@H]1[C@@H](OC(=O)NC(CC)CC)CC[C@@]23CCCN2C(=O)CCC[C@@H]13	8%
COc1cccc(CNC(=O)CCCN2C(=O)COc3ccc(C)cc32)c1OC	-3%
CC(C)[C@H]1Cn2nnc(-c3ccccc3)c2Cn2c3ccccc3c(=O)n21	30%
Cc1c(NC(=O)C2CCCN(S(=O)(=O)c3ccc(Br)s3)C2)c(=O)n(-c2ccccc2)n1C (stereo not drawn)	12%
CS(=O)(=O)c1nc(-c2ccc(Br)cc2)cs1	-5%
COC(=O)[C@]12C[C@H](CC(=O)N3CCN(C(=O)c4ccco4)CC3)C(=O)N(Cc3ccc4c(c3)OCO4)C1=C[C@H](C(C)C)O[C@@H]2C1CC1	35%
O=C(O)COc1ccccc1C=NNC(=O)Cc1cc(=O)[nH][nH]1	6%
COc1ccc(CN(CCN2CCOCC2)C(=O)c2ccc(F)cc2Cl)cc1OC	5%

As entered above.
`O=C(O)COc1ccccc1C=NNC(=O)Cc1cc(=O)[nH][nH]1` in FUS yeast rescue shows 6%
`COc1cccc(CNC(=O)CCCN2C(=O)COc3ccc(C)cc32)c1OC` in FUS yeast rescue shows -3%

Continuation:
SMILES	FUS yeast rescue
C#CCNC(=O)C[C@@H]1C(=O)N(Cc2ccc(OC)cc2)C2=CCN(C(=O)OC(C)(C)C)C[C@]21C(=O)OCC	20%
O=C(CCS(=O)(=O)c1ccccc1)Nc1ccc(F)cc1Cl	-9%
COCC(=O)N(C[C@H]1[C@H](c2ccccc2)[C@@H](CO)N1C(=O)NC(C)C)C(C)C	-7%
CC(C)C(C#CC1CC1)N(Cc1ccc2c(c1)OCO2)C(N)=NC(=O)/C=C/c1cccc(C(F)(F)F)c1 (stereo not drawn)	-7%
CSCCCNC(=O)Cn1nc(Cc2ccncc2)c2ccccc2c1=O	4%
CC(C)CCNC(=O)[C@H]1COC(O)([C@H](Cc2ccccc2)NC(=O)[C@@H](NC(=O)OCc2ccccc2)C(C)C)CN1C (stereo partly drawn)	12%
COc1ccc(OC)c(S(=O)(=O)N2CCC(C(=O)N3CCN(C4CCCCC4)CC3)CC2)c1	-12%
CCOC(=O)CC[C@@]1(C(=O)OCC)C[C@@H](CC(=O)NCc2ccc(C)o2)C(=O)N2CCCC=C21	21%
O=C(N[C@H]1C[C@@H]2O[C@@H](CO)CC[C@@H]2O[C@@H]1CCc1ccc(-c2cccnc2)cc1)c1cccc(F)c1	31%
COc1ccc(C(=O)/C=C(\Nc2ccc(Br)c(C)c2)c2ccc(OC)cc2OC)c(OC)c1	16%
CC(C)CNC(=O)OCc1cn(Cc2cccc(F)c2)nn1	-22%
COC(=O)[C@H]1C[C@@]2(N3CCCCC3)c3ccccc3N(C(=O)OC(C)(C)C)[C@H]2N1C(=O)OC(C)(C)C	17%
COC(=O)C[C@H]1CC[C@@H]2[C@@H](COc3ccc(NC(=O)Nc4ccccc4OC)cc3C(=O)N2C)O1	18%
Clc1ccc(-c2nnc(SCc3cccc4ccccc34)n2-c2ccc(Cl)cc2)cc1	40%
COC(=O)C1CN(Cc2cn(Cc3ccc(OC)cc3)nn2)CCS(=O)(=O)N1Cc1ccccc1 (stereo not drawn)	25%
COc1ccc(CNS(=O)(=O)c2cc3c(cc2Br)CC(C)N3C(C)=O)cc1 (stereo not drawn)	0%

2 records drawn at random from the list so far:
SMILES	FUS yeast rescue
COC(=O)C[C@H]1CC[C@@H]2[C@@H](COc3ccc(NC(=O)Nc4ccccc4OC)cc3C(=O)N2C)O1	18%
CC(C)CNC(=O)OCc1cn(Cc2cccc(F)c2)nn1	-22%

These rows are one share of the data. The share of hits here may be higher or lower than overall.
